High-throughput results from PubChem BioAssay.
IEC-6 cytotox: cytotoxicity in IEC-6 intestinal epithelial cells, primary screen, cytotoxicity control for KLF5 inhibitor project, cell-based, luminescence; IEC-6 cytotoxicity, luminescence viability; inhibition, % at 5 µM; hit rate 0.78% among 290,000; in the data active = inhibition above about 22%;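 note: 0% = plate median of test compound wells and 100% = cytotoxic reference compound wells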
GSK3A inh: blockers of GSK3A enzyme activity – biochemical, luminescence, cell-free homogeneous, HTS, primary screen. Glycogen synthase kinase-3 alpha (Homo sapiens), P49840. AID 2650, 2010. inhibition, % at 10 µM. hit rate 0.1% among 320,000. GSK-3 alpha kinase, ADP-Glo luminescence, 60 min;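 in the data active = inhibition above about 50%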;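 note: GST-tagged GSK-3 alpha with peptide substrate and 25 µM ATP; 0% = DMSO neutral wells and 100% = GW8510 positive control wells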
Target sequence (P49840 whole entry, looked up): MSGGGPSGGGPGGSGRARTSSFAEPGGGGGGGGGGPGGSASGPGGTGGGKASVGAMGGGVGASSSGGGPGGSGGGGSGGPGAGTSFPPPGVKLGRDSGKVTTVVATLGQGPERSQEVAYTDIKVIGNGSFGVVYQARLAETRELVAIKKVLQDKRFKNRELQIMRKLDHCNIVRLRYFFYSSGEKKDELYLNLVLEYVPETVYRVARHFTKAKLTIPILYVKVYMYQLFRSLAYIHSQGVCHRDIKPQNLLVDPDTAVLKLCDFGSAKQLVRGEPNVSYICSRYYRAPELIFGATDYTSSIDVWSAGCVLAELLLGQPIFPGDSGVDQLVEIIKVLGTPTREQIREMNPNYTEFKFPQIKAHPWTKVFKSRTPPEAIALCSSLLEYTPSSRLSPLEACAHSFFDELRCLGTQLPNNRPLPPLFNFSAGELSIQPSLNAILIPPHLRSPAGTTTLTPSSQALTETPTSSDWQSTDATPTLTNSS
GSK3beta inhib: human GSK3beta kinase inhibitors, primary screen, biochemical, cell-free homogeneous, HTS. Glycogen synthase kinase-3 beta (Homo sapiens), P49841. GST-GSK3beta kinase, ADP-Glo luminescence, 60 min; stronger effect = lower value. hit rate 0.038% among 300,000. activity score (negative = inhibition), % at 10 µM;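 active = more than half of replicate wells score below -50%, meaning over 50% inhibition versus plate controls; inconclusive = some replicates but at most half score below -50%; inactive = no replicate scores below -50%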;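 note: 0% = median DMSO wells and -100% = median GW8510 positive control wells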
Target sequence (P49841 whole entry, looked up): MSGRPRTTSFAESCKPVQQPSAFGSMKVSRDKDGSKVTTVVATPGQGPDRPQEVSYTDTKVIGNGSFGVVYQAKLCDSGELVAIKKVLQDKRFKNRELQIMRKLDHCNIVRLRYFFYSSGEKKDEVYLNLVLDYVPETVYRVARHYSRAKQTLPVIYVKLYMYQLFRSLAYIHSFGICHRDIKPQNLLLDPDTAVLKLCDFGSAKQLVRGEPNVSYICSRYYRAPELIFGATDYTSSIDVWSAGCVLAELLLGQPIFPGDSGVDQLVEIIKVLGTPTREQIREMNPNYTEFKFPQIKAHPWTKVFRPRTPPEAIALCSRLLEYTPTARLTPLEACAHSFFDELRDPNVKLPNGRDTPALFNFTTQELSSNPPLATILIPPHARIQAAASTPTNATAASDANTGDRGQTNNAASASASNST
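test system = GST-tagged human GSK3beta kinase, cell-free | reagent = 25 µM ATP with peptide substrate | dosing = one dose of 10 µM per compound | schedule = 60 min reaction, RT | detection = luminescent ADP-Glo measurement of ADP formed | control set = DMSO neutral wells and GW8510 at 20 µM as positive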
HSF-1 act: HSF-1 activators, primary screen, NIH3T3-HGL cells, MG132 stress, luminescence, single point | hit rate 1.7% among 300,000 | activation, % at 9 µM | NIH3T3-HGL HSF-1 luciferase reporter, 8 h; 100% = twice DMSO control signal;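 active = mean replicate activation of at least 50% with a set share of replicates each reaching 50%; inconclusive = only one of those two conditions met; inactive = mean below 50% and too few replicates reaching it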;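 note: 0% = median of the neutral control wells and 100% = twice that signal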
KLF5 inhibitor: KLF5 expression inhibitors, primary screen, DLD-1 cells, luminescence; hit rate 0.23% among 290,000; DLD-1 KLF5 promoter-luciferase reporter; inhibition, % at 5 µM; AID 1700, 2009;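 active = inhibition above a per-plate limit of that plate's mean compound inhibition plus 3 SD, cut at about 60% in these data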;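 note: 0% = DMSO wells and 100% = LY294002 at 200 µM; higher means less KLF5 promoter-driven luciferase light; inactives centre near -14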
HSP90 inh: HSP90 inhibitors, primary screen, cell lysate, luminescence. Heat shock protein HSP 90 (rabbit reticulocyte lysate; luciferase refolding). Rabbit reticulocyte lysate, luciferase refolding luminescence, 3 h. inhibition, % at 5.6 µM. hit rate 0.91% among 290,000. AID 1789, 2009;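 active = inhibition above the screen-wide mean plus 3 SD, computed separately per campaign, cut at about 16% in these data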;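 note: 0% = DMSO wells and 100% = 60 µM geldanamycin wells; inhibitors lower the luminescence because luciferase stays unfolded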
aSyn 5UTR inh: MLPCN primary screen, SNCA 5' untranslated region; alpha-synuclein 5'UTR reporter, inhibitor activity; inhibition, % (tested at 7.5 µM); hit rate 0.82% among 300,000; AID 1813, 2009; in the data active = inhibition above about 60%; inconclusive = no clear call, values can overlap the other calls;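 note: H4 neuroglioblastoma cells stably carrying SNCA 5'UTR luciferase fusion; 0% = DMSO wells and 100% = positive control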
DYRK1A inh: rat Dyrk1A kinase inhibitors, primary screen, biochemical, single point, plate reader | Dual specificity tyrosine-phosphorylation-regulated kinase 1A (Rattus norvegicus), Q63470 | hit rate 0.43% among 310,000 | AID 504441, 2011 | inhibition, % at 12.5 µM | ADP-Glo luminescence, NFATc1 peptide; in the data active = inhibition above about 50%;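 note: plate controls were vehicle with enzyme for no effect and no enzyme for full effect; many of its hits are not listed in these tables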
Platelet DG rel: inhibitors of platelet dense granule secretion, primary screen, cell-based, MLPCN, human platelets; human platelet-rich plasma, SFLLRN dense granule ATP release, luminescence; inhibition, %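 (compounds screened at 7.5 µM in platelet-rich plasma)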; hit rate 0.22% among 300,000; AID 1663, 2009;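 active = mean replicate score, as percent of positive control, at or above 50; inconclusive = mean below 50 but at least one replicate at or above 50; inactive = mean and every replicate below 50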
HSF1 inhib: HSF1 inhibitors in luciferase reporter cells, primary screen, cell-based, NIH3T3, luminescence. activity change, negative = inhibition, % at 7.5 µM (by protocol). hit rate 0.77% among 300,000. NIH3T3-HGL HSE-luciferase, MG132-induced, luminescence 8 h; stronger effect = lower value. AID 2098, 2009;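 active = more than half of replicate wells show activity change below -50%, luminescence cut by over half; inconclusive = some wells, but at most half, below -50%; inactive = no replicate well below -50%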;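 note: luciferase reports HSF-1 transcriptional activity via heat shock element; 0% = median of DMSO wells and -100% = zero luminescence signal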
Numbers without * were called inactive; ? = inconclusive; . = no result given. Some of the compounds tested; the hit share may differ from the screen's.

Structure	IEC-6 cytotox	GSK3A inh	GSK3beta inhib	HSF-1 act	KLF5 inhibitor	HSP90 inh	aSyn 5UTR inh	DYRK1A inh	Platelet DG rel	HSF1 inhib
COc1ccc(C(C#N)N2CCC(c3ccccc3)=N2)cc1OC (stereo unspecified)	-4.1	.	5.1	-8.4	-9.2	-3.3	-3.8	.	-0.3	0.0
Cc1ccc(NS(=O)(=O)c2cc(NC(=O)c3cc(=O)[nH]c(=O)[nH]3)ccc2Cl)c(C)c1	0.0	8.9	-5.9	-5.8	-3.8	3.8	4.4	17.2	4.8	0.1
CNc1c(NS(=O)(=O)c2ccc(C3CCCCC3)cc2)c(=O)oc2ccccc12	12.6	-1.0	-0.1	-8.8	1.3	-1.9	14.5	0.6	0.4	-4.9
O=C(NNC(=S)NCc1ccco1)c1cccs1	-5.2	-0.8	1.3	-0.9	-22.2	-0.3	17.4	1.7	18.8	-10.5
CC1CCN(CCCNC(=O)c2coc3nc4ccccc4nc23)CC1	-2.2	5.8	2.6	2.8	-12.2	1.8	-11.4	44.2	9.6	3.9
CC(=NCc1cccc(Cl)c1)c1nc(-c2ccco2)oc1O	0.9	-1.6	1.0	18.2	11.8	-4.7	36.9	10.1	-1.5	14.2
Cc1ccc(S(=O)(=O)Nc2cnc3ccccc3c2)cc1	3.1	-3.8	3.0	5.5	-14.0	3.5	-15.0	3.0	-1.4	4.6
COc1ccc(S(=O)(=O)CC(=O)c2cc3cc(Br)ccc3oc2=O)cc1	0.9	-0.9	1.4	2.5	-45.0	-0.3	2.4	2.6	-5.0	-1.9
O=C(N/N=C/c1cccc(OCc2ccccc2)c1)c1ccc(Br)o1	2.6	-2.9	1.4	10.7	-31.8	-1.9	-18.1	6.7	-6.0	23.3
Cc1ccc(S(=O)(=O)N2CCN(C(=O)COC(=O)c3ccc(O)cc3)CC2)c(C)c1	.	-3.1	1.6	-2.2	.	.	0.3	-8.4	14.9	-4.9
COc1cccc(-n2c(Cc3cc(=O)[nH]c(=O)[nH]3)nnc2SCC(=O)N2CCC(C)CC2)c1	2.8	-1.2	0.3	14.2	-9.8	-3.9	27.0	3.7	-0.6	1.8
C=CCN1C(C(=O)c2ccccc2)=C(OC(=O)COc2ccccc2)c2ccccc2S1(=O)=O	3.1	-0.7	.	.	-11.8	1.3	.	2.8	.	.
Cc1ccc(S(=O)(=O)/N=C/c2c(O)ccc3ccccc23)cc1	-3.2	-2.9	4.1	0.3	-15.1	-2.9	13.5	0.9	4.3	-7.1
COc1cc(C2C(C#N)=C(N)Oc3n[nH]c(C)c32)cc2c1OCO2 (stereo unspecified)	1.6	0.9	-1.6	1.3	-23.1	7.0	-2.5	9.1	-0.3	3.4
Cc1ccc(S(=O)(=O)Nc2ccc(N3CCOCC3)cc2)cc1C	0.6	-4.1	-1.4	-9.5	-25.2	-5.7	-5.3	8.2	13.9	-5.1
Cc1cc(OCC(=O)NCCc2ccc(Cl)cc2)c2c(C)cc(=O)oc2c1	-2.8	4.9	-1.6	6.7	-17.0	-2.4	24.7	4.7	-2.0	9.4
Cc1ccc(N2C(=O)N(CC(=O)Nc3cc(F)ccc3C)C(=O)C2C)cc1 (stereo unspecified)	.	-1.3	.	-48.0	.	.	-10.1	7.4	-2.6	-30.4
Cc1ccc(S(=O)(=O)c2nnn3c2nc(NC2CCN(Cc4ccccc4)CC2)c2ccccc23)cc1C	2.0	0.1	2.7	40.8	4.4	5.6	-0.2	.	-0.1	35.2
Cc1ccc(C)n1-c1cccc(C(=O)O)c1	.	1.5	1.3	10.4	.	.	-4.0	.	0.3	-0.8
Clc1cccc(N2CCN(Cc3nc(-c4ccccc4)no3)CC2)c1	-4.9	-3.5	-1.1	8.4	-22.3	3.8	15.7	6.4	3.0	6.9
Cc1cc(C)cc(N(C(=O)Cc2cccs2)C(C(=O)NC2CCCC2)c2ccc(C)o2)c1 (stereo unspecified)	-2.5	-4.2	0.1	39.8	-32.5	0.7	8.9	-1.0	-10.9	6.8
O=C1C2C3C=CC(CNS(=O)(=O)c4ccccc4[N+](=O)[O-])(O3)C2C(=O)N1c1ccccc1 (stereo unspecified)	-2.2	1.4	0.5	20.2	-17.3	0.1	-7.0	1.1	-3.2	14.2
COc1ccc(CCNC(=O)CCC(=O)N2CCN(S(=O)(=O)c3ccccc3)CC2)cc1OC	-3.1	-1.1	2.1	-2.0	-28.5	1.5	5.2	0.7	-3.9	-5.3
CC(C)OC(=O)CSc1nnc(SCc2cccc3ccccc23)s1	-4.6	-1.0	2.0	-34.4	-36.6	5.7	9.2	-6.0	3.3	-16.6
O=C(CC1C(=O)NCCN1CCCc1ccccc1)NCCc1ccccc1Cl (stereo unspecified)	1.0	-0.2	-1.7	13.5	-13.2	12.1	-13.1	-4.2	-4.0	3.9
Cc1cc(C)cc(NC(=O)c2cc(C)nc3ccccc23)c1	2.4	-2.4	2.2	34.9	4.3	1.1	-3.6	1.5	3.8	22.8
Cc1sc2nc(CSCC(=O)Nc3c(F)cccc3F)[nH]c(=O)c2c1C	.	0.8	-2.2	6.1	.	.	-9.1	.	3.4	3.6
CCOC(=O)C1=C(C)N(CCCC(=O)NCc2ccc3c(c2)OCO3)C(=O)NC1c1ccc(Br)cc1 (stereo unspecified)	-1.4	-1.2	.	.	-19.5	-0.3	.	.	.	.
COc1ccc(CNC(=O)C2CCN(c3nc(OC)nc(OC)n3)CC2)cc1	2.5	0.7	1.1	-21.6	-6.1	-1.0	18.6	17.6	-3.5	-8.4
Cc1ccc(CN(C)c2nc(-c3cccnc3)nc3ccccc23)o1	-3.1	9.7	-1.6	-6.3	-9.2	1.2	13.9	28.6	1.5	0.3
CC(Oc1ccccc1)c1ccnn1S(=O)(=O)c1ccccc1 (stereo unspecified)	-3.9	-0.1	0.4	1.2	-19.9	-1.7	25.5	5.5	3.8	-1.4
Cc1cc(N2CCN(c3ccccn3)CC2)n2c(nc3ccccc32)c1C#N	-6.4	.	1.1	5.7	7.4	-2.2	8.7	4.7	0.8	-11.2
Cn1nc([N+](=O)[O-])nc1Oc1ccc(C(C)(C)C)cc1	2.4	-1.0	0.5	24.1	-7.6	1.5	-2.3	-3.9	6.7	5.0
Cn1cc(C=O)c2cc(S(=O)(=O)N3CCOCC3)ccc21	4.3	0.4	-0.9	-4.3	-10.0	3.7	16.8	-4.0	-5.0	0.5
CC1CCCC(NC(=O)C2CCN(S(=O)(=O)N3CCOCC3)CC2)C1C (stereo unspecified)	-1.9	-2.7	0.7	-4.1	8.3	-2.5	8.6	5.0	-5.9	-4.4
Cc1nnc(SCC(=O)N2CCCc3ccccc32)[nH]c1=O	-1.0	1.7	2.3	-9.0	-18.4	1.5	-17.4	4.6	-0.6	-6.6
CCN(Cc1ccccc1)C(=O)Cn1c(=O)n(CC(=O)NCc2ccco2)c(=O)c2sccc21	3.5	-0.6	-1.4	-12.8	0.0	2.2	21.2	-4.7	12.2	-3.9
O=Cc1ccc(OCc2nnsc2Cl)cc1	-0.3	-1.0	0.4	8.8	-3.1	-1.3	-26.2	-2.6	0.7	-4.5
CCCCCN1CC(=O)N2C(C)c3[nH]c4ccccc4c3C[C@H]2C1=O (stereo partly specified)	-4.6	-3.1	1.9	-9.6	-10.0	-2.4	-7.2	-1.3	-0.8	-2.3
CCN(CC)CCn1c(-c2ccc(C)cc2)nc(=S)c2c1CC(C)(C)OC2	3.7	-0.5	3.3	.	-20.1	2.3	.	5.4	.	.
On1c(-c2ccc(Cl)cc2)nc2ccccc21	1.4	-0.3	1.6	?	-68.7	-1.2	-146.5	-1.3	2.5	10.6
CCn1ncc(C(=O)Nc2ccc([N+](=O)[O-])cc2OC)c1C	.	-1.7	-0.6	1.1	.	.	-21.1	8.8	2.5	-2.3
CCOC(=O)C1=C(C)N(CCCCCC(=O)O)C(=O)NC1c1ccc(Cl)cc1 (stereo unspecified)	-11.9	-5.2	0.7	-2.6	-18.3	-6.2	12.7	-39.2	-0.1	4.5
CCSC1=C(C#N)C2(CCCCC2)C(C#N)C(=O)N1 (stereo unspecified)	0.4	-1.1	-0.8	.	-23.6	2.8	7.2	-2.9	-0.5	.
Cc1cccc(-n2nc(C(=O)Nc3ccccc3)n3c(=O)cc(-c4ccccc4)nc23)c1	-2.2	-0.6	2.7	8.4	-27.6	-1.5	-23.5	14.8	11.9	-7.1
CC1CCN(c2ncnc3ccccc23)CC1	1.3	-5.7	1.8	-15.3	-4.8	-1.9	24.6	-4.9	2.4	-9.2
CC(=O)Nc1ccccc1C(=O)C(=O)Nc1ccc(Cl)cc1	4.3	-0.5	-0.5	14.5	-82.1	-3.2	-105.8	.	2.9	-0.3
Cc1c(NC(=S)Nc2cccc(Cl)c2)c(=O)n(-c2ccccc2)n1C	3.5	1.9	1.2	3.8	6.6	3.1	6.8	-3.9	-0.3	-3.4
COc1nc(N)c(C#N)c(-c2ccc(N(C)CCC#N)cc2)c1C#N	1.9	1.2	-9.7	-59.0	-31.0	1.6	20.0	1.5	-3.3	?
COc1ccc(OC)c2[nH]c(=O)c(CCNC(=O)c3ccc(S(=O)(=O)N4CCCCC4)cc3)cc12	3.8	1.2	0.7	0.8	19.0	3.1	-12.4	3.1	10.7	-2.8
CCCn1c(SCC(=O)N2c3ccccc3CCc3ccccc32)nc2c1c(=O)n(C)c(=O)n2C	-0.3	-0.4	3.9	-6.0	-14.4	-1.7	45.2	-5.3	8.1	-3.0
CN(Cc1ccc(F)cc1)C(=O)c1cccc(S(=O)(=O)N2CCN(Cc3ccccc3)CC2)c1	.	-0.5	2.2	6.2	.	.	-13.2	21.6	5.9	-4.4
Cc1nc(C(=O)O)nn1-c1ccc([N+](=O)[O-])cc1	-1.0	-3.4	1.8	7.1	-21.8	0.5	49.4	-5.8	1.7	-6.8
Cc1nonc1OCCNC(=O)C12CC3CC(CC(C3)C1)C2	-0.3	-0.2	-1.1	-6.1	-1.0	3.0	40.6	-0.6	-2.3	-8.5
